Screening results from PubChem.
AmpC inh no detg: inhibitors of E. coli AmpC beta-lactamase without detergent; P00811; Potency, µM (series often up to 57.1 µM), for inactives: at the highest dose activity change, negative = inhibition, most hits filed as inhibitors; AID 485341; AmpC nitrocefin hydrolysis, absorbance 480 nm, 0.0001% Triton; actives 0.52% (n = 330,000);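 note: potency is the fitted concentration of half-maximal effect; plate controls were no compound for no effect and no enzyme for full effect; nearly all actives have a fitted effect of over 20% in size; some results filed as inactive show a strong effect at the top dose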
Target sequence (P00811 whole entry, looked up): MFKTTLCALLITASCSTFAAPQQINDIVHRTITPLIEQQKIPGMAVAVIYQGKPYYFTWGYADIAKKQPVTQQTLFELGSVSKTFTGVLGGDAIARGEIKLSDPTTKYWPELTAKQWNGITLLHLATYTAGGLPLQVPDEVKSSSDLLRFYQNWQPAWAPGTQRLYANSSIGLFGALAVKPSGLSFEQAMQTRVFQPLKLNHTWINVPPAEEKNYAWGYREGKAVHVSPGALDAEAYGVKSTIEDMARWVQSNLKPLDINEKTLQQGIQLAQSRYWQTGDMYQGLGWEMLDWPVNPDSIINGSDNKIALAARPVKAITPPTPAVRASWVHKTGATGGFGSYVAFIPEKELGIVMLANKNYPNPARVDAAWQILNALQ
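20 mM phosphate pH 7.0 + 0.01% (detergent screen) or 0.0001% Triton X-100; 5.3 nM AmpC reagent; cpd preinc 15 min RT; nitrocefin (800 uM stock) to start; A480 q20 s × 4 min; Activity was normalised to no-enzyme and no-compound control wells.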
AmpC inh detg: blocks E. coli AmpC beta-lactamase in detergent assay; AmpC hydrolysis of nitrocefin, absorbance 480 nm, 0.01% Triton; Potency, µM (top dose mostly 114 µM), inactives show top-dose activity change, negative = inhibition, most hits filed as inhibitors; actives 0.041% (n = 370,000); AID 485294;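 note: potency is the fitted concentration of half-maximal effect; 0% = no-compound wells and -100% = no-enzyme wells; nearly all actives have a fitted effect of over 25% in size; some results filed as inactive show a strong effect at the top dose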
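20 mM phosphate pH 7.0 + 0.01% (detergent screen) or 0.0001% Triton X-100; 5.3 nM AmpC reagent; cpd preinc 15 min RT; nitrocefin (800 uM stock) to start; A480 q20 s × 4 min; Activity was normalised to no-enzyme and no-compound control wells.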
FBPA Giardia inh: blocks Giardia fructose-bisphosphate aldolase activity | purified Giardia FBPA | Potency, µM (titrated, usually from 59.6 µM), inactives show at the top dose activity, negative = inhibition, actives largely listed as inhibitors | actives 0.71% (n = 290,000); note: potency is the fitted concentration of half-maximal effect; % is set by controls: 0 for no effect and ±100 for the full control effect; nearly all actives have a fitted effect of over 55% in size
Target sequence (A8B2U2 whole entry, looked up): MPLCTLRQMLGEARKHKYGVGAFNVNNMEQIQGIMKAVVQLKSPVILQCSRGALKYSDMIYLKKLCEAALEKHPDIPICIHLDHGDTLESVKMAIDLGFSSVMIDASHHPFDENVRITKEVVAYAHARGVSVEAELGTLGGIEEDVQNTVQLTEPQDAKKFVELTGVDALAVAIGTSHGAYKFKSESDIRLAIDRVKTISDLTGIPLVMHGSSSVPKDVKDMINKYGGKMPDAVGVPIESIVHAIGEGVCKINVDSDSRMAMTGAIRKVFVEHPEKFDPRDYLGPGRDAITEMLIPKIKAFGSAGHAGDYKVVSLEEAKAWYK
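Giardia FBPA (40 nM reagent) was preincubated 10 min at RT with compound (up to 57.5 uM final), then substrate plus GAPDH/TPI/NAD/arsenate coupling system with diaphorase/resazurin was added; resorufin fluorescence (525/598 nm) was read after 20 min.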
CHX counter: counter-screen for Shiga toxin inhibitors: cycloheximide protein synthesis inhibition; actives 12% (n = 300,000); max response, %; cell reporter, cycloheximide protein synthesis inhibition counterscreen; in the data active = max response mostly above about 13%, no sharp cut-off; inactive = mostly below about 14%; note: read at 38.3 µM for the half of the compounds with a filed dose; 0% is about no effect
HCMV inh: inhibitors of human cytomegalovirus. HFF cells, HCMV-luciferase reporter, 72 h; hits give low values. AID 1259415. activity change, negative = inhibition, % at 57.5 µM. actives 4.5% (n = 410,000); in the data active = activity change below about -60%; inconclusive = no clear call, values can overlap the other calls; inactive = above about -39%; note: % is set by controls: 0 for no effect and ±100 for the full control effect
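Compounds were evaluated in HFFs infected with an HCMV luciferase reporter virus (MOI 1 PFU/cell). Luciferase in lysates collected 72 h post infection served as the replication measure.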
Shiga inhibitor: blocks Shiga toxin action in Vero cells. Vero cells, Shiga toxin protein synthesis inhibition reporter. inhibition, % at 38.7 µM. actives 9.2% (n = 290,000); in the data active = inhibition mostly above about 28%, no sharp cut-off; inactive = mostly below about 43%; note: 0% is about no effect
AMA1-RON2 inh: AMA1-RON2 (P. falciparum) interaction inhibition. AlphaScreen AMA1-biotinylated RON2 peptide binding. Potency, µM (titrated, usually from 58.2 µM), for the others: at the highest dose activity change, negative = inhibition, hits mostly inhibitors. actives 0.2% (n = 360,000);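 note: potency is the fitted concentration of half-maximal effect; 0% = vehicle wells and -100% = peptide control; nearly all actives have a fitted effect of over 45% in size; some results filed as inactive show a strong effect at the top dose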
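AMA1 (3D7) with his tag at 25 nM final met compounds first, then biotinylated RON2 peptide at 25 nM; detection used donor plus acceptor beads, 10 µg/mL apiece, read by AlphaScreen after 30 min at room temperature.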
Numbers without * were called inactive; ? = inconclusive; / = no result given; & = joins results of further samples; [ ] = dose if it differs, or a comment. Unless noted, calls come from the whole dose curve; as a rule, active = well fitted curve in the direction sought with a large enough effect; inconclusive = small, poorly fitted or top-dose-only effect, or another doubt; inactive = no such curve, though single readings can be large; an effect the other way counts as inactive or inconclusive.

mol	AmpC inh no detg	AmpC inh detg	FBPA Giardia inh	CHX counter	HCMV inh	Shiga inhibitor	AMA1-RON2 inh
N#Cc1c(N)oc(-c2ccccc2)c1-c1ccccc1	-21%	-15%	-5%	-5	4	10	-1%
Nc1nnc(CCS(=O)(=O)c2ccc(Br)cc2)s1	19%	-4%	7%	-2	-4	-5	-8%
Cc1c(NC(=O)c2c(O)c3ccccc3n(C)c2=O)c(=O)n(-c2ccccc2)n1C	-25%	4%	0%	-1	-26	-7	-19%
CCOc1ccc(NC(=O)NNC(=O)c2cc3ccccc3cc2O)cc1	-50%	6%	7%	-3	19	-6	71%[activator]
Cc1oc(-c2ccccc2)cc1C(=O)Nc1ccc2ccccc2c1	11%	-9%	/	14	13	48	?
O=C1CCCN1c1ccc(S(=O)(=O)NCCOc2ccccc2)cc1	-57%	-5%	5%	-2	-29	-2	36%[activator]
O=C(Nc1ccnn1C1CCN(C(=O)c2cccc(Cl)c2)CC1)C1CC1	0%	2%	/	24	-9	-3	8%
Cc1cc(OCC(=O)NNC(=O)c2cccc(F)c2)ccc1Cl	-24%	5%	/	/	-18	/	34%[activator]
Cc1cc(C)c(-c2c(O)c3cnn(-c4ccccc4)c3[nH]c2=O)c(C)c1	-6%	-4%	3%	-5	25	14	-1%
COc1cc(NC(=O)CNc2ccc(Cl)c(S(=O)(=O)N3CCOCC3)c2)cc(OC)c1	-15%	-2%	/	/	-17	/	-12%
COC(=O)C1=C(C(=O)OC)SC2(S1)C(C(=O)OC)=C(C(=O)OC)SC1=C2c2cc(C)cc(C)c2NC1(C)C	/	1%	3%	5	32	-11	?
COCCCn1c(=O)/c(=C\c2ccccc2OC(C)C)s/c1=C(/C#N)C(=O)Nc1ccc(C(=O)O)cc1	-20%	5%	-22%	7	0	14	-13%
COc1ccc(CC(NC(C)=O)C(=O)NC2CCN(C(=O)c3ccc([N+](=O)[O-])cc3)CC2)cc1OC (stereo unspecified)	-7%	-6%	0%	-3	16	0	-8%
Cn1nnnc1SCCNS(=O)(=O)c1ccccc1	-6%	1%	11%	18	7	-11	4%
CCn1cc(C(=O)NP(=O)(Nc2ccc(C)cc2)Nc2ccc(C)cc2)c2ccccc21	-13%	2%	0%	0	5	-9	-5%
O=C(Nc1ccc(Cl)cc1)OCc1cc(-c2ccccc2)on1	-21%	1%	1%	22*	33	49	0%
Cc1ccc(-c2cc(C(F)(F)F)n3nc(C(=O)Nc4ccon4)cc3n2)cc1C	-13%	3%	0%	-5	-11	-4	31%[activator]
CN(C)S(=O)(=O)c1cc(NC(=O)COC(=O)CCc2ccccc2)ccc1Cl	-19%	?	14%	-2	6	11	-2%
O=C1c2ccc(Oc3ccc([N+](=O)[O-])cc3)cc2C(=O)N1c1ccncc1	-10%	-10%	3%	8	-23	-2	-2%
COc1ccc(NC(=O)Nc2cccc3c2O[C@H](CN(C)C(=O)NC2CCCCC2)[C@@H](C)CN([C@H](C)CO)C3=O)cc1	228%[activator]	/	/	/	9	/	-4%
Cc1ccc(-c2nc3cc(NS(=O)(=O)c4ccc(C)cc4)ccc3o2)cc1	-25%	?	-6%	8	66	13	-8%
CC(=O)Nc1ccc(NS(=O)(=O)c2ccccc2)cc1	-6%	?	1%	-10	-22	6	-4%
CCOc1ccc2nc(SCc3ccc(OC)cc3)sc2c1	-30%	-15%	-5%	20*	-38	35	47%[activator]
COCC(=O)NC1CCN(S(=O)(=O)c2cccc(C(C)=O)c2)CC1	-22%	3%	6%	-1	5	21	-9%
CCOC(=O)NC(=O)CSc1nnc(C)s1	-15%	-10%	0%	-1	-2	9	0%
CCOC(=O)Nc1ccc2c(CN3CCC(C(=O)OC)CC3)cc(=O)oc2c1	4%	-3%	7%	-10	-27	-7	6%
CC(C)(CC(=O)O)CC(=O)N1CCCN(c2nccc(C(F)(F)F)n2)CC1	-13%	1%	-4%	3	-33	-5	8%
Cc1cccc(NC(=O)c2ccc(N3C(=O)C4CCCCC4C3=O)cc2)c1C (stereo unspecified)	8%	-4%	/	-1	-8	6	-1%
Nc1c(-c2ccc(Cl)cc2)cnn1C1CCS(=O)(=O)C1 (stereo unspecified)	-3%	-1%	3%	10	-19	12	-7%
Cc1ccc(OCC(=O)N/N=C/C=C/c2ccco2)cc1	-18%	?	-12%	-5	25	-10	57%[activator]

Structural class, those above with a CF3 group.
mol	AmpC inh no detg	AmpC inh detg	FBPA Giardia inh	CHX counter	HCMV inh	Shiga inhibitor	AMA1-RON2 inh
Cc1ccc(-c2cc(C(F)(F)F)n3nc(C(=O)Nc4ccon4)cc3n2)cc1C	-13%	3%	0%	-5	-11	-4	31%[activator]
CC(C)(CC(=O)O)CC(=O)N1CCCN(c2nccc(C(F)(F)F)n2)CC1	-13%	1%	-4%	3	-33	-5	8%

(cont.)
mol	AmpC inh no detg	AmpC inh detg	FBPA Giardia inh	CHX counter	HCMV inh	Shiga inhibitor	AMA1-RON2 inh
NC(=O)C1Cc2ccccc2CN1S(=O)(=O)c1cccs1 (stereo unspecified)	-22%	-8%	-2%	-3	24	22	17%
O=C(Cn1nc(C(=O)O)c2ccccc2c1=O)Nc1cc(S(=O)(=O)N2CCCCC2)ccc1Cl	-11%	/	/	/	5	/	0%
COc1ccc(S(=O)(=O)NCC(=O)Nc2cccc(C)c2C)cc1OC	-3%	-5%	1%	0	-21	-14	2%
O=C(CSc1nnc(Cc2cccs2)n1Cc1ccco1)Nc1ccc(Br)cc1	-28%	-10%	0%	5	27	-2	-6%
CCOc1ccc(Cc2nnc(SCC(=O)Nc3ccc(C(C)=O)cc3)[nH]c2=O)cc1	-17%	?	/	/	4	/	11%
C=C(C)Cn1c(C)cc(C)c(S(=O)(=O)c2cccc(C)c2)c1=O	1%	-1%	-1%	-1	?	20	3%
Cc1ccc2sc(NNC(=O)c3cc(-c4cccs4)nc4ccccc34)nc2c1C	?	?	8%	-2	13	-7	/
NS(=O)(=O)c1ccc(NC(=O)CSc2n[nH]c(=O)n2C2CC2)cc1	-7%	-2%	/	/	2	/	0%
COC(=O)C1CCN(C(=O)COC(=O)c2cc(S(=O)(=O)N3CCOCC3)ccc2C)CC1	27%	/	/	/	-4	/	0%
Cc1cc(C)cc(OCCCCn2cncn2)c1	-3%	-11%	-4%	1	35	-4	-8%
CCCN1c2cccc3cccc(c23)S1(=O)=O	-12%	0%	?	7	-26	15	53%[activator]
COc1ccc(OCC(=O)NCCNC(=O)c2ccccn2)cc1	-2%	1%	8%	-3	30	2	3%
CC12C=CC(=O)C=C1[C@@H](F)CC1C2C(O)CC2(C)C1CC[C@]2(O)C(=O)CO (stereo partly specified)	/	/	-2%	3	/	33	/
O=C(/C=C/c1ccc([N+](=O)[O-])cc1)NCc1ccccn1	-23%	5%	-1%	-1	25	-4	14%
Cc1cccc(-n2[nH]c(C)c(C=Nc3ccc4[nH]c(=O)[nH]c4c3)c2=O)c1	-6%	-7%	-2%	-1	-25	-10	-16%[2.32 µM]
COc1cc(CCC(=O)Nc2ccc(Cl)c(C(F)(F)F)c2)cc(OC)c1OC	-2%	-8%	-7%	-4	?	3	10%
Cc1ccc(S(=O)(=O)NC(=O)c2cccn2C)cc1	-1%	-6%	10%	2	0	-11	0%
CC(=O)NNC(=O)c1csc(-c2csc(C)n2)n1	-4%	7%	?	-3	0	-13	59%[activator]
Cc1noc(C(=O)NC2CCCCC2)c1Cl	-11%	-1%	2%	6	14	20	-25%
CC(=O)c1cccc(NC(=S)NC2CCCCCCC2)c1	-57%	-2%	/	10	-13	20	12%
O=C(CN(CC1CCCO1)C(=O)c1nsc(Cl)c1Cl)NC1CCCC1 (stereo unspecified)	-10%	-5%	4%	-4	-66*	55	3%
COc1ccc(C(=O)NCC(=O)Nc2cccc(S(=O)(=O)NCc3ccco3)c2)cc1OC	-11%[11.4 µM]	-1%	-18%	5	-7	48	9%
O=C(N/N=C/c1cccnc1)c1cc2ccccc2cc1O	2%	-4%	?	36*	-98*	87*	96%[activator]
O=C(NCC1COc2ccccc2O1)c1cn(Cc2ccc(F)cc2)nn1 (stereo unspecified)	-10%	-1%	13%	-4	23	19	3%
CCCOC(=O)C[N+](C)(C)CCOC1CC2CCC1(C)C2(C)C (stereo unspecified)	58%	5%	-4%	0	?	5	7%
COc1ccc(/C=N/NC(=O)c2cccnc2)cc1COc1ccc([N+](=O)[O-])c(C)c1	66%[activator]	3%	-1%	-2	-76*	-10	7%
CCCCn1c(-c2ccco2)nc2ccccc2c1=O	-7%	4%	1%	6	29	17	-7%
Cn1c(SCc2ccc(Cl)cc2)nc(C(F)(F)F)cc1=O	-13%	?	-4%	7	-10	-17	1%
COc1ccccc1N1CCN(C2CCCN(S(=O)(=O)c3cccc(Cl)c3)C2)CC1 (stereo unspecified)	55%	-9%	-5%	2	54	-13	-17%
COc1ccc2[nH]c3c(=O)n(Cc4ccncc4)cnc3c2c1	-7%	5%	5%	6	-11	6	-1%

New compounds follow
mol	AmpC inh no detg	AmpC inh detg	FBPA Giardia inh	CHX counter	HCMV inh	Shiga inhibitor	AMA1-RON2 inh
Cc1c(Cl)ccc2c(C(N)=O)cc(-c3ccccn3)nc12	-17%	6%	4%	-4	25	-13	-1%
N#Cc1ccccc1S(=O)(=O)N1CCN(CC(=O)Nc2ccccc2C(=O)NC2CC2)CC1	-24%	-22%	/	/	13	/	-4%
COc1ccc(C(=O)O)cc1S(=O)(=O)Nc1cc(Cl)ccc1N1CCOCC1	-15%	-9%	/	/	75	/	-10%
O=C(Nc1ccc(S(=O)(=O)NC2=NCCCCC2)cc1)c1ccc2ccccc2n1	-14%	-7%	-17%	23	36	33	-16%
Cn1c(=O)c2c(nc(SCCN3CCCCC3)n2Cc2ccccc2)n(C)c1=O	8%	-26%	5%	-1	72	-15	-6%
CCN(CC(=O)Nc1ccc(N2CCOCC2)cc1)C(=O)Cc1ccccc1	-19%	-6%	/	/	-12	/	-5%
CCCCCCNCc1c(F)cccc1Cl	-22%	-8%	-5%	-3	-36	9	7%
CC(=O)c1c(C)[nH]c(C(=O)COC(=O)CCOc2ccc(C)cc2)c1C	-6%	0%	/	/	-21	/	1%
COc1ccc(S(=O)(=O)N/N=C(/C)c2ccncc2)cc1OC	-24%	4%	-24%	2	17	-9	-6%
COCC(C)NC(=O)c1ccccc1[N+](=O)[O-] (stereo unspecified)	-9%	-3%	-1%	-3	-8	-4	-3%
O=C(c1ccc2c(c1)OCO2)C1CCCN(Cc2cccc(C(F)(F)F)c2)C1 (stereo unspecified)	-3%	9%	/	-1	56	-15	-5%
NCCc1cnc[nH]1	-9%&-10%	?	-8%&-19%&-3%&-8%&3%	-1&-3	-8&16	5&-3	74%&98%[activator]
Cc1cc(C)cc(C(=O)Nc2cccnc2Cl)c1	-8%	?	-7%	-4	-5	-5	5%
